EZH2 inh – EZH2/PRC2 methyltransferase inhibitors, primary screen, biochemical, DELFIA time-resolved fluorescence, single point. 0.35% of 57,000 active. AID 651548, 2012. PRC2 H3K27 methylation, DELFIA TRF, 1 h. inhibition, % at 12.5 µM. Histone-lysine N-methyltransferase EZH2 (Homo sapiens), Q15910;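 active means mean inhibition of replicates at least 50% and every single replicate also reaching 50%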;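 further: dimethyl H3K27 on biotinylated H3 21-44 peptide detected by antibody; plate controls were median neutral control wells for no effect and median positive control wells for full effect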
Target sequence (Q15910 whole entry, looked up): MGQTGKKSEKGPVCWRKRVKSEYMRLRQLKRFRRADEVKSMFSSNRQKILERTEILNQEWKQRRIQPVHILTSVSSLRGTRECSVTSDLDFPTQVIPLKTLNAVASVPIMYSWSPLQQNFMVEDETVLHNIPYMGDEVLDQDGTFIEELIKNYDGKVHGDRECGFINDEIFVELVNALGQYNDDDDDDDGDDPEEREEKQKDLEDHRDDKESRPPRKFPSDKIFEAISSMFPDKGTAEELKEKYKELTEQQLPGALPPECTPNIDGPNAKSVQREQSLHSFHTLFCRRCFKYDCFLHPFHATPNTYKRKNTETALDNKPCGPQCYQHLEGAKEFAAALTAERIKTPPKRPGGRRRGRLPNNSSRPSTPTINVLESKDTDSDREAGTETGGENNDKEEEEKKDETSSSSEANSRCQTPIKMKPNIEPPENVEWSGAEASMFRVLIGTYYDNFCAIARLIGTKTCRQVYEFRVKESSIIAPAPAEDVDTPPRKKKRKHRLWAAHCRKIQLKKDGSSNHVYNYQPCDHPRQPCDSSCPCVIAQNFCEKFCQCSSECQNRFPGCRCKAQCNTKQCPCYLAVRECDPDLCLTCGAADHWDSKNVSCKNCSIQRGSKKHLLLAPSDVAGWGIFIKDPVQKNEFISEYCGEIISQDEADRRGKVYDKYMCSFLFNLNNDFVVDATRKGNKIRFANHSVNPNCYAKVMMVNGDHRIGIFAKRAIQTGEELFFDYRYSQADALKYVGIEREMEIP
IDH1 R132H inh – inhibitors of IDH1 R132H reductase, primary screen, biochemical, plate reader, single point; inhibition, % at 10 µM; AID 624101, 2012; Isocitrate dehydrogenase [NADP] cytoplasmic (Homo sapiens), O75874; diaphorase/resazurin fluorescence, 60 min; 0.18% of 70,000 active; in the data active means inhibition above about 34%;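 further: 0% = DMSO and 100% = no enzyme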
Numbers without * were called inactive; / = not tested or not shown. A portion of the library, so the mix of outcomes need not match the whole.

Below each compound: IDH1 R132H inh | EZH2 inh
> CO[C@@H]1CN(C)C(=O)c2ccc(NC(=O)C3CCCC3)cc2OC[C@@H](C)N(Cc2ccc(F)cc2)C[C@H]1C
→ 0.4 | -25
> C[C@@H]1CN([C@H](C)CO)C(=O)c2cccc(NS(=O)(=O)c3ccc(Cl)cc3)c2O[C@@H]1CN(C)Cc1ccc(-c2ccccc2)cc1
→ 1.1 | /
> C[C@@H]1CN([C@H](C)CO)C(=O)c2cc(C#Cc3ccccc3F)cnc2O[C@@H]1CN(C)C(=O)Cc1cccnc1
→ / | 1
> COc1cc(NC(=O)COc2ccc(Cl)cc2C)c(C(=O)O)cc1OC
→ 0.0 | -4
> O=C(C[C@@H]1C[C@@H]2c3cc(NC(=O)C4CCOCC4)ccc3O[C@@H]2[C@H](CO)O1)NCCN1CCCCC1
→ -0.3 | 0
> C[C@@H]1CN([C@H](C)CO)C(=O)Cc2cc(NC(=O)Nc3ccc(F)cc3)ccc2O[C@H]1CN(C)CC1CC1
→ -1.3 | -4
> Cc1noc(C)c1NC(=O)Nc1ccc2c(c1)C(=O)N([C@@H](C)CO)C[C@H](C)[C@H](CN(C)Cc1ccc(Oc3ccccc3)cc1)O2
→ -4.4 | /
> C[C@@H](O)C#Cc1cnc2c(c1)C(=O)N([C@@H](C)CO)C[C@H](C)[C@H](CN(C)C(=O)Nc1ccc(C(F)(F)F)cc1)O2
→ / | -2
> C[C@@H]1CN([C@H](C)CO)C(=O)c2cc(-c3cccc(F)c3)cnc2O[C@H]1CN(C)C(=O)Nc1cc(F)ccc1F
→ -2.4 | -8
> C[C@@H]1CN([C@@H](C)CO)C(=O)CCCn2nncc2CO[C@H]1CN(C)Cc1ccc(-c2ccccc2)cc1
→ / | 3
> CCc1cc(OCCCSc2nc(C)cc(=O)[nH]2)ccc1Cl
→ -0.1 | 31
> C[C@@H]1CN([C@H](C)CO)C(=O)CCCn2nncc2CO[C@@H]1CN(C)Cc1cccc(O)c1
→ / | 6
> COCC(=O)N1C[C@@H](C)[C@@H](OC)CN(C)C(=O)c2cc(NC(=O)C3CCC3)ccc2OC[C@@H]1C
→ -0.1 | 4
> CO[C@@H]1CN(C)C(=O)c2ccc(NC(=O)C3CC3)cc2OC[C@H](C)N(C(=O)CN(C)C)C[C@@H]1C
→ 0.4 | 5
> CCCC#Cc1cnc2c(c1)C(=O)N([C@H](C)CO)C[C@@H](C)[C@@H](CN(C)S(=O)(=O)c1cn(C)cn1)O2
→ / | -10
> C[C@@H]1CN([C@H](C)CO)C(=O)Cc2cc(NC(=O)CCC(F)(F)F)ccc2O[C@@H]1CN(C)S(=O)(=O)c1ccccc1
→ 1.0 | /
> Cc1cc(C)c(NC(=O)CN(c2cccc([N+](=O)[O-])c2)S(C)(=O)=O)c(C)c1
→ 0.1 | -5
> CO[C@@H]1CN(C)C(=O)c2ccc(NC(=O)C3CC3)cc2OC[C@@H](C)N(Cc2ccccc2C(=O)O)C[C@H]1C
→ -0.1 | 6
> C[C@H](CO)N1C[C@H](C)[C@@H](CN(C)C(=O)C2CC2)Oc2ncc(-c3cccc(F)c3)cc2C1=O
→ 6.7 | -2
> C[C@H](NC(=O)C[C@@H]1C[C@@H]2c3cc(NC(=O)NC4CCCCC4)ccc3O[C@@H]2[C@H](CO)O1)c1ccccc1
→ 0.2 | 5
> COCCNC(=O)C[C@H]1C=C[C@@H](NC(=O)NC2CCCCC2)[C@@H](CO)O1
→ 0.1 | -4
> Cc1ccc(C)c(Cn2c(CCCO)nc3ccccc32)c1
→ 0.0 | 6
> CC(C)NC(=O)Nc1ccc2c(c1)C(=O)N([C@H](C)CO)C[C@@H](C)[C@@H](CN(C)Cc1ccc(C(=O)O)cc1)OCCCC[C@@H](C)O2
→ 3.4 | /
> COCCOC(=O)N1C(=O)[C@@]2(c3cc(C#CC4=CCCCC4)ccc31)[C@H](C(=O)N1CCN(c3ncccn3)CC1)[C@H]1C(=O)O[C@H](c3ccccc3)[C@H](c3ccccc3)N1[C@@H]2c1ccc(O)cc1
→ / | -11
> CC(C)NC(=O)N(C)C[C@H]1Oc2c(NC(=O)Nc3ccccc3)cccc2C(=O)N([C@@H](C)CO)C[C@H]1C
→ -0.2 | 1
> CN1CCN(C(=O)C[C@@H]2C[C@H]3c4cc(NC(=O)c5ccc6c(c5)OCO6)ccc4O[C@H]3[C@H](CO)O2)CC1
→ -1.3 | -2
> C[C@H]1CN([C@@H](C)CO)C(=O)Cc2cc(NC(=O)C3CC3)ccc2O[C@@H]1CN(C)Cc1ccccc1
→ 1.2 | 1
> COCC(=O)N(C)C[C@H]1Oc2ncc(-c3ccc(C#N)cc3)cc2C(=O)N([C@H](C)CO)C[C@@H]1C
→ 2.4 | -2
> O=C(Nc1ccc(C(F)(F)F)cc1)N[C@H]1CC[C@H](CC(=O)N2CCCCC2)O[C@@H]1CO
→ 0.4 | 0
> O=C(C[C@@H]1C=C[C@@H](NC(=O)NC2CCCCC2)[C@@H](CO)O1)NCc1ccc(Cl)cc1
→ 0.5 | 3

Next part.
Below each compound: IDH1 R132H inh | EZH2 inh
> C[C@@H]1CN([C@H](C)CO)C(=O)c2cccc(NC(=O)Nc3ccccc3)c2O[C@@H]1CN(C)C
→ 1.7 | 11
> Cc1noc(C)c1NC(=O)NCC[C@H]1CC[C@H](NC(=O)Cc2cccnc2)[C@H](CO)O1
→ 0.3 | 4
> COc1ccccc1CNC(=O)C[C@@H]1C=C[C@H](NC(C)=O)[C@@H](CO)O1
→ 0.2 | -12
> CN1CCN(C(=O)c2cc3c(c(-c4cccc(-c5ccccc5F)c4)n2)[C@H](CCO)N([S@@](=O)C(C)(C)C)C3)CC1
→ 0.3 | 7
> C[C@H](CO)N1C[C@H](C)[C@H](CN(C)S(=O)(=O)c2cccs2)OCCCC[C@H](C)Oc2ccc(NC(=O)Nc3ccc4c(c3)OCO4)cc2C1=O
→ 1.2 | /
> COc1ccc(CN(C)C[C@@H]2OCCCC[C@H](C)Oc3ccc(NC(=O)Nc4ccc5c(c4)OCO5)cc3C(=O)N([C@H](C)CO)C[C@H]2C)cc1
→ 1.2 | /
> C[C@@H]1O[C@@H](O[C@@H]2[C@@H](O)[C@H](O)[C@@H](CO)O[C@H]2c2c(O)cc(O)c3c(=O)cc(-c4ccc(O)cc4)oc23)[C@H](O)[C@H](O)[C@H]1O
→ 0.2 | /
> O=C(Cn1cnc2ccccc2c1=O)Nc1ccc(I)cc1
→ 0.1 | -4
> C[C@H](CO)N1C[C@H](C)[C@H](CN(C)S(C)(=O)=O)Oc2ccc(NS(=O)(=O)c3ccc(F)cc3)cc2CC1=O
→ 4.4 | /
> CN1CCN(C(=O)C[C@H]2C=C[C@H](NC(=O)Cc3ccccn3)[C@@H](CO)O2)CC1
→ -0.2 | 0
> C[C@H](CO)N1C[C@H](C)[C@@H](CN(C)C(=O)C2CCOCC2)Oc2ncc(C#CCc3ccccc3)cc2C1=O
→ -0.1 | -10
> CS(=O)(=O)Nc1ccc2c(c1)[C@H]1C[C@H](CC(=O)NCc3ccccc3F)O[C@H](CO)[C@H]1O2
→ 0.4 | -12
> Cc1cc(C)nc(SCC(=O)Nc2ccnc3ccccc23)n1
→ -0.3 | -1
> O=S(=O)(N[C@@H]1CC[C@H](CCn2cc(-c3ccc(F)cc3)nn2)O[C@@H]1CO)c1ccccc1F
→ -0.3 | -5
> COc1ccccc1-c1cn(CC[C@H]2CC[C@H](NC(=O)C3CC3)[C@H](CO)O2)nn1
→ -0.4 | 4
> CCC(=O)N[C@@H]1C=C[C@@H](CC(=O)NCC2CCCCC2)O[C@H]1CO
→ 0.2 | -12
> CNC[C@@H]1Oc2ccc(NS(=O)(=O)c3cn(C)cn3)cc2CC(=O)N([C@@H](C)CO)C[C@@H]1C
→ 3.7 | 1
> Cc1noc(C)c1NC(=O)Nc1ccc2c(c1)C(=O)N([C@H](C)CO)C[C@H](C)[C@@H](CN(C)C(=O)CCCN(C)C)OCCCC[C@H](C)O2
→ 2.2 | /
> C[C@H]1CN([C@@H](C)CO)C(=O)c2cccc(NC(=O)C3CCCCC3)c2O[C@@H]1CN(C)S(=O)(=O)c1ccccc1
→ / | 14
> CCCN(C)C[C@H]1OCCCC[C@@H](C)Oc2ccc(NC(=O)Nc3ccc(C(F)(F)F)cc3)cc2C(=O)N([C@H](C)CO)C[C@H]1C
→ -0.4 | /
> C[C@@H]1CN([C@@H](C)CO)C(=O)c2cc(/C=C/c3ccccc3)cnc2O[C@H]1CN(C)S(=O)(=O)c1ccccc1
→ / | 24
> CS(=O)(=O)N(CC(=O)Nc1cc(Cl)ccc1Cl)c1ccc(Oc2ccccc2)cc1
→ 0.3 | 19
> COCC(=O)Nc1ccc2c(c1)OC[C@@H](C)N(C(=O)CN1CCOCC1)C[C@@H](C)[C@H](OC)CN(C)C2=O
→ -0.1 | 4
> CN(C)CC(=O)N[C@H]1CC[C@@H](CCNC(=O)C2CCC2)O[C@@H]1CO
→ 0.3 | -6
> COc1ccc(S(=O)(=O)Nc2ccc3c(c2)C(=O)N([C@H](C)CO)C[C@@H](C)[C@@H](CN(C)Cc2ccc(C(=O)Nc4ccccc4N)cc2)O3)cc1
→ / | -21
> C[C@H](CO)N1C[C@H](C)[C@H](CN(C)S(=O)(=O)c2ccc(F)cc2)OCCCC[C@H](C)Oc2ccc(NC(=O)Nc3cccc4ccccc34)cc2C1=O
→ 1.6 | /
> COc1ccccc1S(=O)(=O)N[C@@H]1CC[C@@H](CCNC(=O)C2CCCC2)O[C@@H]1CO
→ -0.3 | 0
> CO[C@@H]1CN(C)C(=O)c2ccc(NC(=O)Cc3ccccc3)cc2OC[C@@H](C)N(C(C)=O)C[C@@H]1C
→ 0.1 | 4
> COc1ccc(S(=O)(=O)N(C)C[C@H]2Oc3cc(Br)ccc3S(=O)(=O)N([C@H](C)CO)C[C@H]2C)cc1
→ / | -16
> CCCNC(=O)Nc1ccc2c(c1)C(=O)N(C)C[C@H](OC)[C@@H](C)CN(C(=O)c1ccccc1F)[C@@H](C)CO2
→ 0.2 | 3

In the list so far, these have a Cl atom:
Below each compound: IDH1 R132H inh | EZH2 inh
> C[C@@H]1CN([C@H](C)CO)C(=O)c2cccc(NS(=O)(=O)c3ccc(Cl)cc3)c2O[C@@H]1CN(C)Cc1ccc(-c2ccccc2)cc1
→ 1.1 | /
> COc1cc(NC(=O)COc2ccc(Cl)cc2C)c(C(=O)O)cc1OC
→ 0.0 | -4
> CCc1cc(OCCCSc2nc(C)cc(=O)[nH]2)ccc1Cl
→ -0.1 | 31
> O=C(C[C@@H]1C=C[C@@H](NC(=O)NC2CCCCC2)[C@@H](CO)O1)NCc1ccc(Cl)cc1
→ 0.5 | 3
> CS(=O)(=O)N(CC(=O)Nc1cc(Cl)ccc1Cl)c1ccc(Oc2ccccc2)cc1
→ 0.3 | 19

(listing goes on)
Below each compound: IDH1 R132H inh | EZH2 inh
> CNC[C@H]1OCCCC[C@H](C)Oc2ccc(NS(=O)(=O)c3ccc(F)cc3)cc2C(=O)N([C@H](C)CO)C[C@@H]1C
→ / | 5
> C[C@H]1CN([C@@H](C)CO)C(=O)Cc2cc(NC(=O)Cn3cnnn3)ccc2O[C@H]1CN(C)S(=O)(=O)c1cn(C)cn1
→ 0.1 | /
> C[C@@H]1CN([C@H](C)CO)C(=O)CCCn2nncc2CO[C@@H]1CN(C)CC1CC1
→ 0.4 | /
> CC(C)C#Cc1cnc2c(c1)C(=O)N([C@@H](C)CO)C[C@@H](C)[C@@H](CN(C)C(=O)Nc1ccc(F)cc1)O2
→ / | 5
> O=C(CCN1CCCCC1)NCC[C@@H]1CC[C@H](NC(=O)C2CCC2)[C@H](CO)O1
→ -0.5 | -5
> COc1ccc(S(=O)(=O)N(C)C[C@H]2Oc3ccc(NC(=O)CCC(F)(F)F)cc3CC(=O)N([C@H](C)CO)C[C@@H]2C)cc1
→ -1.7 | /
> C[C@@H]1CN([C@H](C)CO)C(=O)c2cc(-c3ccc(F)cc3)cnc2O[C@H]1CN(C)Cc1ccccn1
→ 1.1 | 5
> O=C(Nc1ccccc1)Nc1ccc2c(c1)[C@@H]1C[C@H](CC(=O)N3CCCCC3)O[C@H](CO)[C@@H]1O2
→ 1.5 | -8
> C[C@@H]1CN([C@H](C)CO)C(=O)c2cccc(NC(=O)CCCCCC(=O)Nc3ccccc3N)c2O[C@@H]1CN(C)S(C)(=O)=O
→ / | 21
> O=C(CCN1CCCCC1)NCC[C@@H]1CC[C@@H](NC(=O)Cc2cccnc2)[C@H](CO)O1
→ 0.5 | -1
> C[C@H]1CN([C@@H](C)CO)C(=O)c2cc(-c3ccccc3F)cnc2O[C@@H]1CN(C)C(=O)NC1CCCC1
→ -0.5 | /
> C[C@H](CO)N1C[C@H](C)[C@H](CN(C)S(=O)(=O)c2ccc(F)cc2)Oc2ccc(NC(=O)CCN3CCOCC3)cc2C1=O
→ / | 8
> COc1ccc(CNCCSc2nnnn2C)cc1OC
→ -0.5 | -2
> COc1ccc(S(=O)(=O)Nc2ccc3c(c2)C(=O)N([C@H](C)CO)C[C@H](C)[C@H](CN(C)C(=O)Cc2ccccc2)OCCCC[C@@H](C)O3)cc1
→ -0.5 | /
> C[C@@H]1CN([C@@H](C)CO)C(=O)c2cccc(N(C)C)c2O[C@H]1CN(C)S(=O)(=O)c1ccc(F)cc1
→ 0.1 | /
> Cc1ccc(S(=O)(=O)N[C@@H]2C=C[C@@H](CC(=O)N3CCc4ccccc4C3)O[C@@H]2CO)cc1
→ 0.2 | -4
> C[C@@H]1CN([C@@H](C)CO)C(=O)c2ccccc2-c2ccccc2CO[C@H]1CN(C)S(=O)(=O)c1ccccc1F
→ / | 2
> Cc1ccc(OCC(=O)Nc2ccc3oc(-c4c(F)c(F)c(F)c(F)c4F)nc3c2)cc1
→ 0.0 | /
> Cc1nnsc1C(=O)Oc1ccc(-c2n[nH]nc2C#N)cc1
→ 1.4 | -14
> C[C@H](CO)N1C[C@H](C)[C@@H](CN(C)C(=O)C2CCCCC2)Oc2cc(-c3cncnc3)ccc2S1(=O)=O
→ -3.5 | 4

Compound activity from PubChem BioAssay.
